Apoferritin bind: qHTS Assay for Identification of Novel General Anesthetics | Ferritin light chain (Equus caballus), P02791 | apoferritin/1-aminoanthracene competitive binding, fluorescence | Potency, µM (titrated, usually from 77.5 µM), inactives show at the top dose activity change, negative = displacement, most hits filed as inhibitors | 350,000 tested, 0.074% active | AID 485281, 2010; note: potency is the fitted concentration of half-maximal effect; % is set by controls: 0 for no effect and ±100 for the full control effect; nearly all actives have a fitted effect of over 20% in size
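Probe: 1-aminoanthracene (50% saturated, PBS). Protein: horse-spleen apoferritin, 10 uM. Incubation: 10 min, room temperature. Detection: 380 nm excitation, 535 nm emission. Analysis: normalized response, four-parameter Hill.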
LDHA inh: qHTS assay for inhibitors of human lactate dehydrogenase | purified LDHA, NADH/diaphorase-resazurin fluorescence; active compounds read low | activity change, % (values are at about 110 or 230 µM) | 480,000 tested, 0.15% active | AID 1347041, 2019; in the data active = activity change below about -30%; inconclusive = mostly about -25% to -30%;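 note: plate controls were DMSO wells for no effect and wells without enzyme for full effect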
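Resorufin fluorescence (ex540/em590), read at 0 and 20 min after diaphorase/resazurin addition, reports the NADH left after a 5 min room-temperature reaction of 2 nM human LDH5 with 0.06 mM NADH and 0.2 mM pyruvate.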
POLB inh: qHTS Assay for Inhibitors of DNA Polymerase Beta; P06746; Pol beta primer extension/strand displacement, fluorescence kinetic; Potency, µM (highest dose often 114 µM), for inactives: at the highest dose activity change, negative = inhibition, usual class: inhibitors; 340,000 tested, 1.3% active; AID 485314, 2010; note: potency is the fitted concentration of half-maximal effect; % is set by controls: 0 for no effect and ±100 for the full control effect
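Pol beta (10 nM) and compounds were preincubated 15 min at room temperature, then 50 nM substrate (final) started primer extension/strand displacement. Reads were taken at 0 and 10 min; concentration-response data were fitted to a four-parameter Hill equation.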
ALOX12 inh: Primary qHTS assay for inhibitors of human arachidonate 12S-lipoxygenase (ALOX12): Round 2 | Polyunsaturated fatty acid lipoxygenase ALOX12 (Homo sapiens), P18054 | purified 12hLO, xylenol orange hydroperoxide absorbance | Potency, µM (doses to about 108 µM), for the others: at the top dose activity change, negative = inhibition, hits mostly inhibitors | 580,000 tested, 1.1% active | AID 1671190, 2021; note: potency is the fitted concentration of half-maximal effect; % is set by controls: 0 for no effect and ±100 for the full control effect
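Purified human 12hLO at 150 nM in 25 mM Hepes, 0.01% Triton X-100, pH 7.0, preincubated 15 min at room temperature with compound. Reaction started with 40 uM arachidonic acid, 30 min at room temperature. Hydroperoxide measured by Fe-xylenol orange, 573/405 nm absorbance ratio.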
POLK inh: qHTS for Inhibitors of Polymerase Kappa. DNA polymerase kappa (Homo sapiens), Q9UBT6. purified Pol kappa, fluorescent DNA synthesis assay, 10 min. Potency, µM (titrated, usually from 107 µM), for inactives: at the highest dose activity, negative = inhibition, usual class: inhibitors. 400,000 tested, 0.53% active; note: potency is the fitted concentration of half-maximal effect; % is set by controls: 0 for no effect and ±100 for the full control effect
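Fluorescent qHTS in 1536-well format: enzyme (10 nM) and compound sat 15 min at room temperature before 50 nM substrate (final) was added. Signal taken at 0 and 10 min; no-enzyme buffer wells were negative controls.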
ERG-DNA inh: qHTS for Small Molecule Inhibitors of the ERG Ets/DNA interaction; 370,000 tested, 0.028% active; Transcriptional regulator ERG (Homo sapiens), P11308; Potency, µM (doses to about 76.9 µM), without a hit: at the top dose FP activity, negative = inhibition, usual class: inhibitors; fluorescence polarization, His-ERG Ets domain / labelled DNA; AID 624246, 2012; active = well fitted inhibition curve with a large enough effect in the polarisation, with a control signal flat; inconclusive = small, poorly fitted or top-dose-only effect, or effect the other way, or a change in a side signal; inactive = no such curve, though single readings can be large or run the other way; the % refers to the polarisation;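 note: polarization taken with two DNA probes labelled with fluorescein and Texas red; potency is the fitted concentration of half-maximal effect; % of control where 0% means no effect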
Target sequence (P11308 whole entry, looked up, the tested form may be a part): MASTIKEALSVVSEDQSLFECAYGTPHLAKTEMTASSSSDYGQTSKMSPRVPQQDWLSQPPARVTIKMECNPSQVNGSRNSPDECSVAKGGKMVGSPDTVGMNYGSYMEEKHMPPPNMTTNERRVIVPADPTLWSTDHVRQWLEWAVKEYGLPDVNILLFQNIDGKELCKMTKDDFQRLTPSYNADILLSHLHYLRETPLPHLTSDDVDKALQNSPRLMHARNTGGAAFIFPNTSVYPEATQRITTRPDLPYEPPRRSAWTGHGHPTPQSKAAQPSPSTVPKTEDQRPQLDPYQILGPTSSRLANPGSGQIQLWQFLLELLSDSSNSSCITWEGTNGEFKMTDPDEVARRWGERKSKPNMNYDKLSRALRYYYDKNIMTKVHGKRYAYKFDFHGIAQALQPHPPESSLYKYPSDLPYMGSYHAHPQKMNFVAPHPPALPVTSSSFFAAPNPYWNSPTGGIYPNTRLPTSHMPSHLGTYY
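His-tagged ERG Ets domain (1 uM in the protein solution; 300mM KCl, 50mM Tris-HCl, 1mM EDTA, 1mM DTT, pH 7.5) received compound, then a probe mix of 5 nM fluorescein-DNA and 100nM Texas-615-DNA. Fluorescence polarization was read for both dyes.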
APEX1 inh: qHTS Assay for Inhibitors of the Human Apurinic/apyrimidinic Endonuclease 1 (APE1); Potency, µM (titrated, usually from 65.8 µM), without a hit: at the highest dose activity change, negative = inhibition, usual class: inhibitors; 350,000 tested, 0.35% active; DNA repair nuclease/redox regulator APEX1 (Homo sapiens), P27695; recombinant APE1, TAMRA/BHQ-2 abasic DNA cleavage fluorescence;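 note: potency is the fitted concentration of half-maximal effect; plate controls were vehicle for no effect and reference inhibitor for full effect; nearly all actives have a fitted effect of over 55% in size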
Target sequence (P27695 whole entry, looked up): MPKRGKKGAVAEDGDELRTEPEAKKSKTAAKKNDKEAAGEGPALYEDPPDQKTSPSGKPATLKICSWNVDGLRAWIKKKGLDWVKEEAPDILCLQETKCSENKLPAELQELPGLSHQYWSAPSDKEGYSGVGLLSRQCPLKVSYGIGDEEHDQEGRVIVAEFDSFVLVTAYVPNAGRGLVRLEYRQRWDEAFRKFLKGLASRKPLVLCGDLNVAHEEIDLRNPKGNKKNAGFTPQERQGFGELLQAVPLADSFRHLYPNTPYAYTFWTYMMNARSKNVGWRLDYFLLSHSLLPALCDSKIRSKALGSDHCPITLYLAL
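Endonuclease cleavage of a quenched abasic-site DNA duplex (50 nM) by APE1 (0.75 nM) was tracked by TAMRA dequenching. Compounds were preincubated with enzyme 15 min at room temperature; data normalized to buffer-only and DMSO wells plus NSC13755 control.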
RGS4 inhibitor: Inhibitors of Regulator of G Protein Signaling (RGS) 4: qHTS. Regulator of G-protein signaling 4 (Homo sapiens), P49798. Transcreener GDP fluorescence polarization, RGS4-accelerated GTP hydrolysis. Potency, µM (doses to about 114 µM), inactives show top-dose activity change, negative = inhibition, most hits filed as inhibitors. 390,000 tested, 0.039% active. AID 504845, 2011; note: potency is the fitted concentration of half-maximal effect; % is set by controls: 0 for no effect and ±100 for the full control effect; nearly all actives have a fitted effect of over 75% in size; some results filed as inactive show a strong effect at the top dose
Target sequence (P49798 whole entry, looked up): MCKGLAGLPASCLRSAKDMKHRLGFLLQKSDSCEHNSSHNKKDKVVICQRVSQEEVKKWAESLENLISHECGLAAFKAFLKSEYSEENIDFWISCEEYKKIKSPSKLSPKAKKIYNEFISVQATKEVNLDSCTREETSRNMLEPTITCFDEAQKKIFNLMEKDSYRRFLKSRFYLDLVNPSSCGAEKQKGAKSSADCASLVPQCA
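MLSMR compounds (23 nl, pin-transferred) preincubated 10 min at room temperature with a 500nM (2x) first reagent, then RGS4 at 900nM (2x) plus Transcreener GDP mix added; fluorescence polarization (620/688 nm) read before and after 90 min at 30 °C.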
Pol eta inh: qHTS for Inhibitors of Polymerase Eta; recombinant Pol eta, fluorescent DNA replication assay; Potency, µM (highest dose often 114 µM), for inactives: at the highest dose activity change, negative = inhibition, most hits filed as inhibitors; 390,000 tested, 1.2% active; AID 588591, 2011; note: potency is the fitted concentration of half-maximal effect; % is set by controls: 0 for no effect and ±100 for the full control effect
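Pol eta (10 nM) was preincubated with compounds for 15 min at room temperature, after which fluorescent replication substrate (50 nM final) was added to start the reaction. Fluorescence was read kinetically at 0 and 10 min.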
* = called active by the depositor; i = inactive; u = inconclusive; x = not tested or not shown; [ ] = remark or other dose. Unless noted, calls come from the whole dose curve; as a rule, active = well fitted curve in the direction sought with a large enough effect; inconclusive = small, poorly fitted or top-dose-only effect, or another doubt; inactive = no such curve, though single readings can be large; an effect the other way counts as inactive or inconclusive. This is a subset; rates above refer to the full screens.

compound	Apoferritin bind	LDHA inh	POLB inh	ALOX12 inh	POLK inh	ERG-DNA inh	APEX1 inh	RGS4 inhibitor	Pol eta inh
COC(=O)c1cccc(N(CC(=O)NC2CCCC2)C(=O)CCC(=O)Nc2cc(C)on2)c1	0%	-4	-3%	-19%	-1%	4%	6%[12.4 µM]	-6%	-17%
CCN(CC)CCSc1nc(O)c(C(C)C)c(=O)[nH]1	2%	-12	2%	27%	-9%	-5%	-1%	-4%	7%
Cc1cccc(Nc2nc3ccccc3n3c(N)nnc23)c1	-7%	-17	-21%	5%	0%	-8%	x	9%	x
Cc1occc1C(=O)N1CCN(S(=O)(=O)c2ccccc2)CC1	-4%	-13	-3%	u	-13%	-2%	3%	-2%	5%
Cc1oc2cc(OCC(=O)O)ccc2c(=O)c1Oc1ccccc1	0%	u	0%	u	2%	x	-9%	5%	-3%
Nc1nc(N)nc(C2C=CCCC2)n1 (centres undefined)	x	1	x	-2%	-12%	16%	x	-12%	-4%
CCCCOC(=O)CSC1=C(C#N)C(c2ccccc2OC)C(C#N)C(=O)N1 (centres undefined)	-12%	-6	3%	13%	14%	10%	-4%	-35%	-15%
O=C(Nc1cnn(C23CC4CC(CC(C4)C2)C3)c1)c1cnn2c(C(F)(F)F)cc(-c3ccco3)nc12	-3%	0	11%	7%	-1%[60.1 µM]	x	3%	-18%	0%
CNc1ccc(C(=O)c2ccccc2C(=O)O)cc1[N+](=O)[O-]	-5%	-1	-21%	-4%	-16%	6%	-2%	25%	-7%
Cc1ccccc1C(=O)Nc1ccc2c(C#N)c3nc4ccccc4nc3n2c1	5%	9	u	u	-27%	53%[activator]	u	-16%	10µM*
COc1ccc2c(c1)OC[C@H]1[C@H]2N2C(=O)c3cc(OC)c(OC)cc3NC(=O)[C@@]2(C)[C@H]1c1ccccc1	x	4	x	-14%	-1%	28%	-7%	-12%	-13%
COc1ccc(NC(=O)C23CCC(C)(C(=O)O2)C3(C)C)cc1 (centres undefined)	-2%	-4	25%	8%	4%	7%	-4%	-5%	5%
CCN(CC)S(=O)(=O)c1ccc(C(=O)OCCN2C(=O)c3cccc4c(N5CCOCC5)ccc(c34)C2=O)cc1	-1%	-10	6%	9%	14%	1%	1%	23%	-6%
CC(C)(C)OC(=O)N1CCN(c2ccc(NC(=O)c3ccco3)cc2)CC1	-3%	-7	11%	5%	2%	3%	-9%	4%	-21%
CN(C)c1ccc(/C=C(/C#N)C(=O)Nc2nc3c(s2)CCN(Cc2ccccc2)C3)cc1	x	-6	x	-18%	-23%	18%	x	-10%	-14%
Cc1nnc(SCC(=O)N2CCN(S(=O)(=O)c3ccccc3)CC2)n1Cc1ccccc1	-9%	-2	33%	-2%	-15%	1%	15%	-9%	-6%
Cc1ccc(NC(=O)CSc2nc3[nH]c(=O)cc(O)c3s2)c(Br)c1	x	5	x	u	-19%	1%	8%	-26%	-18%
CCn1cc(Cl)c(C(=O)Nc2nccs2)n1	2%	-3	-3%	u	2%	9%	-8%	-9%	-24%
O=C(C(c1ccccc1)c1ccccc1)N1CCN(Cc2ccncc2)CC1	-13%	-20	16%	u	5%	-2%	13%	-22%	-11%
COc1ccc(C(=O)Nc2ccc(C(=O)NCCc3ccc(OC)c(OC)c3)cc2)cc1	0%	-7	12%	-5%	-16%	1%	-6%	3%	8%

Entries listed so far that bear a hit mark in Pol eta inh.
Compound	LDHA inh	POLB inh	ALOX12 inh	POLK inh	ERG-DNA inh	RGS4 inhibitor	Pol eta inh
Cc1ccccc1C(=O)Nc1ccc2c(C#N)c3nc4ccccc4nc3n2c1	9	u	u	-27%	53%[activator]	-16%	10µM*

Later entries.
compound	Apoferritin bind	LDHA inh	POLB inh	ALOX12 inh	POLK inh	ERG-DNA inh	APEX1 inh	RGS4 inhibitor	Pol eta inh
CCOc1ccccc1N1C(=O)c2ccc(C(=O)O)cc2C1=O	-13%	-1	-26%	u	-5%	1%	0%	u	-2%
O=C(CNC(=S)NC(=O)c1ccccc1)c1ccccc1	-14%	-8	-13%	u	-14%	1%	-6%	-17%	-7%
Cc1c(Cl)cccc1NC(=O)CN(CCc1ccccc1)S(=O)(=O)c1ccccc1	108%[activator]	2	0%	-27%	-6%	-6%	x	17%	-17%
Cc1ccn2c(=O)nc(SCC(=O)NC3CCCC3)nc2c1	x	-3	x	3%	-4%	25%	-1%	9%	22µM*
CC(=O)Nc1cccc(NC(=O)Nc2cccc3ccccc23)c1	-17%	-1	50µM*	i	-3%	14%	0%	-20%	8%
CC(=O)Nc1ccc(NC(=O)CSc2nc3c(=O)n(C)c(=O)n(C)c3n2C)cc1	x	-10	x	u	0%	17%	3%	16%	-3%
CCCCCn1c(CN2CCN(C(=O)OCC)CC2)nc2c1c(=O)[nH]c(=O)n2C	-8%	0	1%	u	-6%	5%	-1%	-2%	4%
COc1ccc(S(=O)(=O)N2CCCCC2)cc1NC(=O)C1CC(=O)N(Cc2ccccc2)C1 (centres undefined)	x	-1	x	0%	-12%	-4%	-2%	-1%	-10%
COc1cccc(S(=O)(=O)Nc2cccc(C(=O)N3CCOCC3)c2)c1	-13%	-1	7%	217%[activator][57.4 µM]	2%	16%	0%	-18%	0%
NC(=O)C1CCCN(C(=O)c2ccc(Cl)c(S(=O)(=O)N3CCc4ccccc43)c2)C1 (centres undefined)	x	-6	x	u	-21%	6%	u	13%	7%
COc1ccc(CCNC(=O)c2ccc(=O)[nH]c2)cc1	-3%	-9	11%	-6%	-6%	-12%	-3%	7%	6%
CCOC(=O)c1ccc(N2C(=O)CC(N3CCCC(C)C3)C2=O)cc1 (centres undefined)	-21%	-3	3%	-6%	-6%	3%	12%	-35%	-15%
COc1ccc(Cn2nnc3c(=O)[nH]c(C4CCN(C(=O)c5ccccc5Cl)CC4)nc32)cc1	-4%	-2	-6%	0%	-2%	6%	-4%	30%	-15%
O=C(N/N=C/c1ccc(N2CCCCC2)o1)c1ccccc1	-16%	19	13%	-20%	-20%	2%	u	u	-9%
CC(=O)N1CCN(Cc2cc(=O)n3cc(Cl)c(C)c(Cl)c3n2)CC1	-16%	-4	17%	0%	-18%	-1%	-6%	22%[11.4 µM]	-14%
NC(N)=Nc1nc2ccc(Cl)cc2c(=O)[nH]1	-1%	-12	25%	16%	-3%	5%	-1%	13%	0%
CCOc1ccccc1Nc1sc(C(=O)c2ccccc2)c(N)c1C(=O)Nc1ccc(F)cc1	-13%	-4	23%	11%	-4%[60.1 µM]	7%	x	-19%	-19%
Cc1cccc(C)c1NC(=O)C1CCCN1C(=O)NCc1ccccc1 (centres undefined)	-2%	-2	41%	-12%	8%	4%	36%	9%	-17%
COC1(c2ccccc2)NC(=S)NN=C1c1ccccc1 (centres undefined)	1%	-2	0%	u	1%	3%	2%	-51%	-11%
CCOC(=O)CSC1=C(C#N)C(c2ccc(C)cc2)C(C(=O)OC)C(=O)N1 (centres undefined)	-12%	2	7%	-27%	0%	7%	0%	-21%	0%
COc1ccc(C(=O)Nc2ccc(NC(C)=O)cc2)cc1S(=O)(=O)N1CCCCC1C (centres undefined)	x	-5	x	x	1%	9%	-1%	-4%	-23%
N#CCSc1nn(-c2ccc(F)cc2)c(=S)s1	u	-8	-6%	6%	-9%	6%	-6%	3%	-3%
Cc1ccc(S(=O)(=O)N2CCCC2)s1	-9%	-5	18%	0%	2%	5%	23%	19%	-8%
Cc1ccc(NC(=O)CSc2nc(-c3ccccc3Cl)nc3cc(=O)[nH]n23)c(C)c1	7%	-5	u	-1%	-1%	3%	x	4%	-1%
CCOc1cccc(NC(=O)C2CC(=O)N(C)C(=Nc3ccccc3)S2)c1 (centres undefined)	u	6	-10%	-19%	-19%	x	-5%	9%	-19%
CCOc1ccc(-n2nc(CO)c(C(=O)NCc3cccc(OC)c3)n2)cc1	2%	-8	u	-16%	-22%	-5%	x	-2%	-4%
Cn1c(-c2ccc3c(c2)OCO3)cnc1NCc1ccccc1Cl	u	-4	0%	u	-4%	2%	-1%	6%[56.9 µM]	-4%
O=C(Nc1ccccn1)c1ccc(Cl)s1	-12%	-2	18%	x	5%	3%	9%	10%	-18%
CCCNC(=O)c1cc2c3ccccc3n(C)c2s1	-9%	0	-24%	u	-7%	-7%	-2%	6%	u
O=C(c1cc(-c2ccccc2)on1)N1CCN(C(=O)c2ccco2)CC1	8%	-3	u	8%	-3%[60.1 µM]	x	0%	-14%	-8%
CC1(C)CC(=O)C2=C(C1)N(Cc1ccccc1)C(=O)C2(O)C(F)(F)F (centres undefined)	-10%	1	1%	8%	2%	11%	12%	-48%	-5%
